# GPR151 activ = activates the human receptor GPR151. PathHunter beta-arrestin GPR151 cells, luminescence. activation, % at 11.2 µM. 650,000 compounds, 1% hits. AID 1508602; in the data active = activation above about 4.9%;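 note: 0% = median of compound wells and 100% = cells with positive control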
# Target sequence (Q8TDV0 whole entry, looked up): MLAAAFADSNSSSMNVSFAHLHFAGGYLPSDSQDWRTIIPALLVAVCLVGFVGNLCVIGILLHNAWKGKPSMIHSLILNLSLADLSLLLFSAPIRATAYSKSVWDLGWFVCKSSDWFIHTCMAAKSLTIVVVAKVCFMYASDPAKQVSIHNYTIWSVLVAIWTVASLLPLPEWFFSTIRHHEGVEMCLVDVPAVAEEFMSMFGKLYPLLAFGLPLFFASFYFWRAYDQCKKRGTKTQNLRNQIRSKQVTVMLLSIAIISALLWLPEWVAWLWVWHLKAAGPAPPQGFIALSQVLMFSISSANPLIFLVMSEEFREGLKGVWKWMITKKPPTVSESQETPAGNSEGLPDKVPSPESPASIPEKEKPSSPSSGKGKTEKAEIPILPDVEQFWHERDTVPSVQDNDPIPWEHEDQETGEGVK
# MITF inh = human MITF inhibition, primary screen. AlphaScreen MITF homodimerization, bead proximity signal. inhibition, % at 2.6 µM. O75030. AID 1259374. 650,000 compounds, 0.91% hits; in the data active = inhibition above about 50%;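 note: 0% = vehicle wells with protein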
# Target sequence (O75030 whole entry, looked up): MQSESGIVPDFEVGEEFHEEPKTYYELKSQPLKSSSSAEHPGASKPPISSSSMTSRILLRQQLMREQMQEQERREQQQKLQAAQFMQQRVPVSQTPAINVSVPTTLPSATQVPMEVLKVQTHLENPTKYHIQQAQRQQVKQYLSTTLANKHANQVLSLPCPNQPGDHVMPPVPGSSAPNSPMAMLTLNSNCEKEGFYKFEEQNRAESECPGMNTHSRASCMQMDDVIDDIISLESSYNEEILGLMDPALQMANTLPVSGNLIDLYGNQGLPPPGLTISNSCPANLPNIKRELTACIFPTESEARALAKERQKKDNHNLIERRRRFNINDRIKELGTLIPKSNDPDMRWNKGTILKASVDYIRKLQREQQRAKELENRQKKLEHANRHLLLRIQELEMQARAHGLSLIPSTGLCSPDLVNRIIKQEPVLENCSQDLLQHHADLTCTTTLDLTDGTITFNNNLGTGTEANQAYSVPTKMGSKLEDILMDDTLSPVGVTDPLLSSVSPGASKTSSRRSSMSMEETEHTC
# TEAD-YAP block = TEAD-YAP interaction inhibition; inhibition, % at 9.12 µM; 640,000 compounds, 1.4% hits; HEK-TIYL cells, TEAD-Gal4/YAP UAS-luciferase luminescence; in the data active = inhibition above about 32%;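 note: 0% = median of test compound wells and 100% = reference inhibitor wells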
# FBW7 act = human FBW7 E3 ligase activation, primary screen; AID 1259310; Q969H0; normalized activity (activation), % at 26.1 µM; AlphaScreen FBW7–phospho-cyclin E peptide binding, activator screen; 650,000 compounds, 0.13% hits; in the data active = normalized activity above about 1.9%;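 note: purified mutant Fbw7 with reduced substrate affinity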
# * marks the source's active call; other numbers are inactive results; nt = not tested or not shown.
SMILES,GPR151 activ,MITF inh,TEAD-YAP block,FBW7 act
O=C(NCC(O)c1ccccc1)c1ccc(Cl)c(S(=O)(=O)N2CCCCC2)c1 (centres undefined),-0.5,-9,23,0.6
CCN(C1=NS(=O)(=O)c2ccccc21)N(CC)S(=O)(=O)c1ccc(C)cc1,0.6,-16,1,0.1
O=C(N[C@H]1C[C@H]2C(=O)N[C@@H](COCc3ccccc3)C(=O)N2C1)c1ccc(F)cc1,1.2,6,9,0.4
Nc1cc(C2CCCNC2)nc2cc(-c3ccc(Cl)cc3)nn12 (centres undefined),-0.3,-8,2,-0.1
CCCOc1ccc(NC(=O)C2CC(=O)N(CC)C(=Nc3cccc(F)c3)S2)cc1 (centres undefined),1.0,0,-3,-0.1
O=C(CCS(=O)(=O)c1ccccc1)Nc1ccc2nc3n(c(=O)c2c1)CCCCC3,-0.6,27,0,0.1
CC(NC(=O)/C(C#N)=C/c1sc(N2CCOCC2)nc1-c1ccccc1)c1ccccc1 (centres undefined),0.8,20,-7,0.8
O=C(CSc1nnc(-c2ccc(Cl)cc2Cl)o1)OCc1ccccc1,0.7,11,7,0.1
C=CCOc1ccc(-c2nn(-c3ccccc3)cc2/C=c2\sc3nc(-c4ccc(Cl)cc4)nn3c2=O)cc1,0.4,2,-3,0.1
CC(=O)Oc1ccc(Br)cc1/C=C/c1nc2ccccc2[nH]c1=O,1.5,-6,1,0.5
O=C(Nc1nnc(C2CCCO2)o1)c1ccc(F)cc1 (centres undefined),1.0,9,3,-0.3
O=C(CSC1=NC(c2ccccc2)CC(=O)N1)NCCc1ccccc1 (centres undefined),0.6,10,3,0.0
O=C(NCCN1CCOCC1)c1cccc(-n2ncc3cc(Nc4ccccc4C(F)(F)F)ccc32)c1,-1.5,14,20,0.4
CN1C(=O)c2oc3ccc(Br)cc3c(=O)c2C1c1cccnc1 (centres undefined),0.7,-9,-6,-0.1
CC(=O)c1ccc(N2CCN(C(=O)CCC(=O)c3cccs3)CC2)cc1,1.8,-4,5,0.1
Cn1cc(C(=O)NC2CCCC2)c(=O)c2cc(S(=O)(=O)N3CCCCCC3)ccc21,0.5,-3,-4,-0.4
COc1ccc(-n2c(=S)[nH]c3cc(C(=O)N4CCCCC4)ccc3c2=O)cc1OC,-0.1,0,9,0.0
O=c1cc(-c2ccncc2)oc2ccccc12,-1.1,2,8,-0.1
Cc1ccc(Cl)cc1-n1ncc2c(NCCOCCO)ncnc21,-1.2,10,-4,0.0
CCSc1nnc(NC(=O)CSc2nccn2Cc2ccc(Cl)cc2)s1,3.2,-1,3,-0.1

# Shown with bars between the fields: entries from further up
smiles | GPR151 activ | MITF inh | TEAD-YAP block | FBW7 act
CC(=O)Oc1ccc(Br)cc1/C=C/c1nc2ccccc2[nH]c1=O | 1.5 | -6 | 1 | 0.5
CC(NC(=O)/C(C#N)=C/c1sc(N2CCOCC2)nc1-c1ccccc1)c1ccccc1 (centres undefined) | 0.8 | 20 | -7 | 0.8

# (further entries)
SMILES,GPR151 activ,MITF inh,TEAD-YAP block,FBW7 act
COc1ccccc1N1C(=O)c2ccc(F)cc2C1=O,-0.1,11,-1,0.1
Cc1nc2sc(C(c3ccc(F)cc3)N3CCN(CCO)CC3)c(O)n2n1 (centres undefined),1.8,-3,-3,-0.3
O=C1CCCN1CCCNS(=O)(=O)c1ccc(Br)cc1,-0.4,13,-1,0.3
COC(=O)c1ccc(C(=O)OC)c(S(=O)(=O)Nc2cc(OC)c(Cl)cc2OC)c1,-1.8,10,45*,0.3
CCCCNCCOCCOc1ccccc1Br,-0.3,36,-2,0.0
Cc1ccc2nc(-c3ccc(SCC(=O)N4CCOCC4)nc3)[nH]c2c1,-1.1,6,-33,0.8
COC(=O)c1c(NC(=O)/C=C/c2ccc(Cl)cc2)sc2c1CCCC2,-1.5,1,-8,0.2
O=C(O)C1CCC(Cn2c(SCc3cc(=O)n4ccccc4n3)nc3ccsc3c2=O)CC1 (centres undefined),-0.8,6,-5,0.0
O=C(CCc1ccccc1)NCc1ccccc1Cl,-0.2,-8,-21,0.0
COc1cc(CO)c(Br)cc1OCc1ccccc1C#N,0.4,2,-2,-0.3
Cc1nc2c(sc3nc4c(cc32)COC(C)(C)C4)c(=O)n1CC(C)C,0.0,11,-75,0.1
O=C(NCc1ccc2c(c1)OCO2)NC1CC(=O)N(c2ccccc2)C1 (centres undefined),0.3,3,-4,0.0
Cc1ccccc1NCC(=O)N/N=C\c1cccc2ccccc12,3.2,11,11,0.1
COc1cccc(/C=c2\sc3ncnn3c2=O)c1,-1.5,-3,5,0.6
COC(=O)[C@@H]1CCCN1Cc1ccc2c(c1)CN(Cc1cccc3cccnc13)CCO2,0.7,-1,6,0.0
Cc1cc(Br)cc(C)c1NC(=O)c1ccc(S(=O)(=O)N(C)C)cc1,2.6,-3,0,-0.1
Clc1ccccc1N1CCN(Cc2ccc(Br)o2)CC1,0.3,40,3,0.7
COCc1nnc(NC(=O)CSCc2ccccc2)s1,-0.2,15,-2,0.1
CCN1CCSc2ccc(C(=O)NCc3ccccn3)cc21,0.0,7,-2,0.8
CC(C)CCNC(=O)Cn1cc(C=O)c2ccccc21,0.9,1,3,0.0

# 2 records picked at random from those above:
SMILES,GPR151 activ,MITF inh,TEAD-YAP block,FBW7 act
Cc1nc2sc(C(c3ccc(F)cc3)N3CCN(CCO)CC3)c(O)n2n1 (centres undefined),1.8,-3,-3,-0.3
COC(=O)c1ccc(C(=O)OC)c(S(=O)(=O)Nc2cc(OC)c(Cl)cc2OC)c1,-1.8,10,45*,0.3

# The listing continues.
SMILES,GPR151 activ,MITF inh,TEAD-YAP block,FBW7 act
CC(C)c1cc(=O)[nH]c2cc(NC(=O)Cc3ccc(F)cc3)ccc12,-0.5,-3,2,0.0
Cc1cccc(C)c1OC(=O)c1ccco1,0.0,7,-9,0.2
Cc1ccc(C(=O)OCC(=O)N2CCCC2)cc1,1.1,-3,-1,0.0
CC1CC(C)CN(Cc2nc3c(c(=O)n(C)c(=O)n3C)n2CCCO)C1 (centres undefined),-0.3,9,-2,0.1
O=C1CC(NCc2ccc(Cl)cc2)C(=O)N1c1ccc(F)cc1 (centres undefined),-0.9,-4,1,-0.1
O=C(/C=C/c1c(F)cccc1Cl)Nc1ccc(S(=O)(=O)Nc2ncccn2)cc1,2.9,5,10,-0.2
O=C1C(=O)N(C2CCCC2)C(=O)N1Cc1cccc(F)c1,-1.3,5,2,0.1
COc1ccc(-c2csc(N3N=C(c4cccs4)CC3c3ccc(F)cc3)n2)cc1Br (centres undefined),0.5,4,-10,-0.1
Cc1cccc(NC(=O)Nc2ccc(Cl)cc2)n1,0.7,-3,-43,0.2
CC(C)CO/N=C1\C[C@@H](O)[C@@H](O)[C@@H]2[C@@H]3C(=O)N(c4cccc(Oc5ccccc5)c4)C(=O)[C@@H]3CC[C@@H]12,-2.2,-9,nt,-0.1
CCOc1ccccc1NC(=S)NNC(=O)c1ccccn1,0.1,114*,16,-1.6
N#Cc1cccc(C(=O)N2CCC(O)(c3ccccn3)CC2)c1,0.2,5,0,0.0
CCC(Oc1ccccc1)C(=O)Nc1cccnc1 (centres undefined),0.8,4,-5,-0.1
CC1CCCC(C)N1C(=O)CSc1ncccn1 (centres undefined),0.8,-3,2,-0.2
COC(=O)CN(C)S(=O)(=O)c1c(C)cc(C)cc1C,-0.1,1,-6,0.1
Cc1ccc(/C=C2/SC(N3CCN(C)CC3)=NC2=O)cc1,-1.1,58*,3,-0.1
COc1ccc(S(=O)(=O)N2CCN(c3cccc(Cl)c3)CC2)cc1[N+](=O)[O-],0.9,7,10,-0.1
COc1ccc(-n2c(SCC(=O)NCc3cccs3)nnc2-c2ccoc2C)cc1,0.2,2,-2,0.0
COc1cccc(C(=O)Nc2nc3ccc4sc(C)nc4c3s2)c1,1.1,-2,-41,0.2
Cc1cccc(N2CCN(S(=O)(=O)c3ccc4[nH]c(=O)oc4c3)CC2)c1C,1.5,22,8,0.5

# 3 entries from above, as tab-separated lines:
structure	GPR151 activ	MITF inh	TEAD-YAP block	FBW7 act
CC(C)c1cc(=O)[nH]c2cc(NC(=O)Cc3ccc(F)cc3)ccc12	-0.5	-3	2	0.0
COc1ccc(S(=O)(=O)N2CCN(c3cccc(Cl)c3)CC2)cc1[N+](=O)[O-]	0.9	7	10	-0.1
COC(=O)c1ccc(C(=O)OC)c(S(=O)(=O)Nc2cc(OC)c(Cl)cc2OC)c1	-1.8	10	45*	0.3

# Remaining list, next part
SMILES,GPR151 activ,MITF inh,TEAD-YAP block,FBW7 act
N#CNc1nc(N2CCOCC2)nc(N2CCOCC2)n1,-0.5,2,-5,0.2
COCCn1c(C)cc(C(=O)CN2C(=O)NC(C)(c3ccc(C(C)(C)C)cc3)C2=O)c1C (centres undefined),0.6,2,36*,-0.1
CC(C)(C)NC(=O)CN(C(=O)C(=O)Nc1ccc2c(c1)OCCO2)c1ccccc1,1.4,-25,4,0.1
Nc1nc(CNS(=O)(=O)c2ccc(F)cc2)nn1S(=O)(=O)c1ccc(F)cc1,-0.3,4,6,0.3
CCCNc1cc(N2CCOCC2)nc(N)n1,-0.6,-8,-4,0.0
CC1(C)CC2CC(C)(CN2C(=O)c2cnn3c2NC(c2cccs2)CC3C(F)(F)F)C1 (centres undefined),-0.1,7,2,-0.2
COc1ccc(C(=O)O)cc1Nc1cc(C)nc2nc(C)nn12,-0.8,-11,1,0.1
O=C(NCCCO)C(=O)Nc1cccc(C(F)(F)F)c1,-0.6,4,-10,0.0
NS(=O)(=O)c1ccc(NC(=O)CSc2ccc(Cl)cc2)cc1,-0.1,-9,-5,0.1
CNC(=O)c1cccc(Nc2ccnc(Nc3ccc(N4CCOCC4)cc3)c2)c1,-1.5,8,0,0.0
CCOc1cc2c(cc1OCC)C(c1cc(OC)ccc1F)NCC2 (centres undefined),1.1,-8,4,0.2
O=c1[nH]c(CN2CCN(S(=O)(=O)c3ccc4c(c3)OCCO4)CC2)nc2ccccc12,-2.2,16,-6,0.2
COc1ccc(-c2nnc(NC(=O)C(F)(F)F)s2)cc1OC,-0.9,20,2,0.2
CCN(CC)CCNC(=O)c1ccc(NC(=O)c2cn(CC)c3nc(C)ccc3c2=O)cc1,1.8,4,2,0.1
Cc1ccc(Cn2cnc([N+](=O)[O-])n2)cc1,1.7,-11,8,-0.1
COc1cc(Cn2c(=O)[nH]c3ncc(-c4cccc(N(C)C)c4)nc32)cc(OC)c1OC,-1.2,7,11,-0.3
O=C(Nc1nc(-c2ccccn2)cs1)c1ccc(S(=O)(=O)N2CCc3ccccc32)cc1,-0.2,2,4,-0.8
Cc1nc(N2CCN(C)CC2)c2c(C)c(C(=O)Nc3ccccc3F)sc2n1,2.6,-2,-3,-0.1
O=C(O)c1cc(NC(=O)c2ccc3c(c2)C(=O)N(c2ccc([N+](=O)[O-])cc2)C3=O)cc(C(=O)O)c1,-0.4,7,-1,0.2
CCN1CCN(C(=O)c2nc(-c3ccc(C)cc3)n3c2CCCCC3)CC1,3.0,11,0,-0.2

# Three compounds already listed, sorted by molecular weight, low to high.
SMILES,GPR151 activ,MITF inh,TEAD-YAP block,FBW7 act
COc1cc(Cn2c(=O)[nH]c3ncc(-c4cccc(N(C)C)c4)nc32)cc(OC)c1OC,-1.2,7,11,-0.3
O=c1[nH]c(CN2CCN(S(=O)(=O)c3ccc4c(c3)OCCO4)CC2)nc2ccccc12,-2.2,16,-6,0.2
O=C(Nc1nc(-c2ccccn2)cs1)c1ccc(S(=O)(=O)N2CCc3ccccc32)cc1,-0.2,2,4,-0.8

# (next part)
SMILES,GPR151 activ,MITF inh,TEAD-YAP block,FBW7 act
CCCOC(=O)c1cccc(NC(=O)c2cccnc2)c1,0.5,1,-9,0.0
CCC(=O)N1CC(C)C(=O)Nc2ccccc21 (centres undefined),0.1,5,14,1.2
O=C(CC1(O)CCCCC1)N/N=C/c1ccc(Br)cc1,1.6,6,-19,0.0
CC(=O)Oc1ccc(/C=C2/N=C(c3ccccc3C)OC2=O)cc1,1.4,10,11,-0.1
NC(=O)c1cccc(N2CCc3ccccc3C2)n1,-1.2,7,4,-0.1
CCn1c2ccccc2c2cc(CN3CCN(Cc4ccccc4C(F)(F)F)CC3)ccc21,-1.7,70*,5,-0.1
CCOc1ccc(NC(=O)N2CCCN(Cc3ccccc3F)C2)cc1,0.6,-5,1,-0.1
C=CCOC(=O)C1=C(C)Nc2ncnn2C1c1ccc(SC)cc1 (centres undefined),-0.7,1,-4,0.0
Cc1cs/c(=N\N=C\c2cccc([N+](=O)[O-])c2)n1Cc1ccco1,1.6,-31,-8,0.0
CC(C)n1c(O)c(N=NC(=O)Cc2csc(N3CCOCC3)n2)c2ccccc21,-1.4,17,82*,-0.3
CCOC(=O)C1CCN(CC(=O)/C=C2/N(C)c3ccccc3C2(C)C)CC1,-0.6,5,6,-0.2
COC(=O)c1ccc2c(=O)n(CCC3=CCCCC3)c(SCC(=O)C(C)(C)C)nc2c1,-0.9,6,-9,0.7
Cc1oc2ccc(NS(=O)(=O)c3ccc(C(C)(C)C)cc3)cc2c1C(=O)OC(C)C,0.4,-5,12,-0.1
COc1ccc(C(=O)c2oc3ccccc3c2NC(=O)c2ccc(C)cc2)cc1,-1.6,-11,6,0.1
CCC(C)NS(=O)(=O)c1ccc(NC(=O)CNC2CCCC2)cc1 (centres undefined),-0.5,24,-12,-0.1
Cc1cnc(N2CCN(Cc3ccc4c(c3)OCO4)CC2)nc1NC1CC1,1.9,5,9,-0.2
CN1CCCCC1=Nc1ccccc1C#N,-1.9,18,-10,0.7
COc1ccccc1NC(=O)c1c(NC(=O)C(C)C)sc2c1CCCC2,-0.4,8,-3,-0.1

# Screening results as filed in PubChem.
